# HSF1 inhib: HSF1 inhibitors in luciferase reporter cells, primary screen, cell-based, NIH3T3, luminescence | AID 2098, 2009 | activity change, negative = inhibition, % at 7.5 µM (by protocol) | NIH3T3-HGL HSE-luciferase, MG132-induced, luminescence 8 h; stronger effect = lower value | hit rate 0.77% among 300,000;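 active means more than half of replicate wells show activity change below -50%, luminescence cut by over half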;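 further: luciferase reports HSF-1 transcriptional activity via heat shock element; 0% = median of DMSO wells and -100% = zero luminescence signal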
# HSP90 inh: HSP90 inhibitors, primary screen, cell lysate, luminescence; AID 1789, 2009; Heat shock protein HSP 90 (rabbit reticulocyte lysate; luciferase refolding); Rabbit reticulocyte lysate, luciferase refolding luminescence, 3 h; inhibition, % at 5.6 µM; hit rate 0.91% among 290,000;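 active means inhibition above the screen-wide mean plus 3 SD, computed separately per campaign, cut at about 16% in these data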;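 further: 0% = DMSO wells and 100% = 60 µM geldanamycin wells; inhibitors lower the luminescence because luciferase stays unfolded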
# PolyA inh: polyadenylation inhibitors in yeast reporter cells, primary screen, luminescence, S. cerevisiae; AID 1875, 2009; hit rate 0.02% among 300,000; calls only at 12 µM; S. cerevisiae SKY197-pL101 polyadenylation reporter, beta-gal luminescence; efflux-impaired pdr1/pdr3 knockout yeast; score 100 = 6 SD above DMSO;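 active means lowest replicate activity score at least 50, where 100 means six control SD above control mean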;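 further: yeast exposed to compound for 9 h at 30 °C; higher score means more reporter readthrough which indicates perturbed polyadenylation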
# HSF-1 act: HSF-1 activators, primary screen, NIH3T3-HGL cells, MG132 stress, luminescence, single point. NIH3T3-HGL HSF-1 luciferase reporter, 8 h; 100% = twice DMSO control signal. activation, % at 9 µM. hit rate 1.7% among 300,000;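 active means mean replicate activation of at least 50% with a set share of replicates each reaching 50%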;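 further: 0% = median of the neutral control wells and 100% = twice that signal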
# GSK3 alpha inh: blockers of GSK3A enzyme activity – biochemical, luminescence, cell-free homogeneous, HTS, primary screen | Glycogen synthase kinase-3 alpha (Homo sapiens), P49840 | hit rate 0.1% among 320,000 | GSK-3 alpha kinase, ADP-Glo luminescence, 60 min | inhibition, % at 10 µM;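 in the data active means inhibition above about 50%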;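 further: GST-tagged GSK-3 alpha with peptide substrate and 25 µM ATP; 0% = DMSO neutral wells and 100% = GW8510 positive control wells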
# Target sequence (P49840 whole entry, looked up): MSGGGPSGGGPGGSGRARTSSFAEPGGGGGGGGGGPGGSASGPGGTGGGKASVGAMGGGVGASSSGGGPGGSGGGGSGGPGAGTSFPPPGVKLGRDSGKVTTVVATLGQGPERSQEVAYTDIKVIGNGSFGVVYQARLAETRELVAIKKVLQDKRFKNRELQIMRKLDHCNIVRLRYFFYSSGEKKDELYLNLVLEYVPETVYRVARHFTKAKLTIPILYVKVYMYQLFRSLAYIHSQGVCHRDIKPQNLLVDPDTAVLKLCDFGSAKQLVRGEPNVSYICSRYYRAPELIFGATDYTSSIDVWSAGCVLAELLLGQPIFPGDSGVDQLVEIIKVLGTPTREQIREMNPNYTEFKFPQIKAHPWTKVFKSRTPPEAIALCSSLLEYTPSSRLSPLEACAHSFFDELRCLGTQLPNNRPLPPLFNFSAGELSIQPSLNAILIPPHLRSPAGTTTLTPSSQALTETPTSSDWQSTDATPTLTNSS
# KLF5 inh: KLF5 expression inhibitors, primary screen, DLD-1 cells, luminescence; DLD-1 KLF5 promoter-luciferase reporter; inhibition, % at 5 µM; hit rate 0.23% among 290,000; AID 1700, 2009;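 active means inhibition above a per-plate limit of that plate's mean compound inhibition plus 3 SD, cut at about 60% in these data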;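 further: 0% = DMSO wells and 100% = LY294002 at 200 µM; higher means less KLF5 promoter-driven luciferase light; inactives centre near -14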
# aSyn 5UTR inh: MLPCN primary screen, SNCA 5' untranslated region | AID 1813, 2009 | alpha-synuclein 5'UTR reporter, inhibitor activity | inhibition, % (tested at 7.5 µM) | hit rate 0.82% among 300,000; in the data active means inhibition above about 60%;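 further: H4 neuroglioblastoma cells stably carrying SNCA 5'UTR luciferase fusion; 0% = DMSO wells and 100% = positive control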
# AI-2 QS mod: Vibrio harveyi AI-2 quorum sensing modulators, primary screen, JMH597 strain, luminescence/OD600 ratio; Vibrio harveyi JMH597 AI-2 luminescence/OD600 ratio, 9 h; stronger effect = lower value; strain lacks LuxN and CqsS sensors; 0 = neutral-control median; activity change, % at 7.5 µM; hit rate 0.4% among 300,000; AID 2094, 2009; in the data active means activity change below about -75%, passing the limit was not always enough;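 further: luminescence divided by OD600 gain over 9 h not by final OD600 alone; inactives centre near 13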
# GSK3B inh: human GSK3beta kinase inhibitors, primary screen, biochemical, cell-free homogeneous, HTS; Glycogen synthase kinase-3 beta (Homo sapiens), P49841; GST-GSK3beta kinase, ADP-Glo luminescence, 60 min; stronger effect = lower value; hit rate 0.038% among 300,000; activity score (negative = inhibition), % at 10 µM;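 active means more than half of replicate wells score below -50%, meaning over 50% inhibition versus plate controls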;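 further: 0% = median DMSO wells and -100% = median GW8510 positive control wells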
# Target sequence (P49841 whole entry, looked up): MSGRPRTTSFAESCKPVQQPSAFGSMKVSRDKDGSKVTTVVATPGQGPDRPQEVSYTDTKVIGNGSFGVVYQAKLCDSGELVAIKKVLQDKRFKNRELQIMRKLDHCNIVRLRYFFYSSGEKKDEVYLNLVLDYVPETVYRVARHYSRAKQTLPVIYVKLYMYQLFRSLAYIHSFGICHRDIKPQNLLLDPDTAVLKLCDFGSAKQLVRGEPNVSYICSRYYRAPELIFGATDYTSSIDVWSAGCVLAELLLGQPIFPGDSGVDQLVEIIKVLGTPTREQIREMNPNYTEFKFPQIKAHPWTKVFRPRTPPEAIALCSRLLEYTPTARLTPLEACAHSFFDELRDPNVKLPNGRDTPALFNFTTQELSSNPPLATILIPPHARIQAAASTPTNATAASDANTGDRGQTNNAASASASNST
#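 Test system: GST-fused GSK3beta enzyme, cell-free | Quantity: 1.6 ng GST-GSK3beta enzyme per well | Reagent: 25 µM ATP with peptide substrate | Schedule: 60 min enzyme reaction, room temperature | Signal: Luminescent ADP-Glo measurement of ADP formed | Read-out basis: Score relative to plate controls | Control set: DMSO and 20 µM GW8510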
# IEC-6 tox: cytotoxicity in IEC-6 intestinal epithelial cells, primary screen, cytotoxicity control for KLF5 inhibitor project, cell-based, luminescence; AID 1825, 2009; hit rate 0.78% among 290,000; IEC-6 cytotoxicity, luminescence viability; inhibition, % at 5 µM; in the data active means inhibition above about 22%;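 further: 0% = plate median of test compound wells and 100% = cytotoxic reference compound wells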
# Starred values were filed as active, the others as inactive; i = inactive; x = not tested or not shown. A portion of the library; rates above refer to the full screens.
SMILES,HSF1 inhib,HSP90 inh,PolyA inh,HSF-1 act,GSK3 alpha inh,KLF5 inh,aSyn 5UTR inh,AI-2 QS mod,GSK3B inh,IEC-6 tox
CC(OC(=O)c1cccs1)C(=O)NCc1ccco1 (stereo unspecified),-7,0,i,-8,-1,-30,-3,16,2,5
CS(=O)(=O)N(CC(=O)N1CCCCCC1)c1cccc(Br)c1,7,0,i,3,-2,-3,-11,13,0,-3
Cc1cccc(-c2nc3c(s2)CCc2onc(-c4ccc(Br)cc4)c2-3)c1,-3,2,i,7,-1,-7,-55,18,2,7
O=c1cc(CO)oc(C(Nc2ccccn2)c2ccccc2Cl)c1O (stereo unspecified),2,-1,i,-6,-3,-9,-5,14,-2,-8
COc1ccc(-c2cc3c(=O)n(CC(=O)Nc4ccc(Cl)cc4)ncn3n2)cc1,-2,-2,i,1,-2,13,-29,-4,-1,-4
COc1ccc(N2CCN(C(=O)COC(=O)CNC(=O)c3ccc(Cl)cc3Cl)CC2)cc1,-4,x,i,-11,1,x,-8,13,2,x
CC(=O)Nc1ccc(NC(=O)c2ccc(COc3ccccc3)cc2)cc1,-3,5,i,3,1,-14,12,x,x,-4
Cc1ccc(N2C(=O)[C@@H]3C(c4cccnc4)=NO[C@@H]3C2=O)c(C)c1,-9,5,i,10,-2,-26,7,-10,0,-6
CC(C)(C)C1CCc2c(sc(NC(=O)c3ccco3)c2C(N)=O)C1 (stereo unspecified),x,0,x,x,1,-8,x,x,x,2
CCn1c(C)cs/c1=N\S(=O)(=O)c1ccccc1,3,x,i,-5,2,x,9,7,-5,x
Cc1ccc(SCc2cc(=O)[nH]c(N3CCN(Cc4ccc5c(c4)OCO5)CC3)n2)cc1,-5,2,i,-14,-7,-2,30,6,2,3
CCSc1nnc(NC(=O)C(C)(C)C)s1,6,-1,i,15,1,-33,-107,15,0,-4
Cc1cc(S(=O)(=O)NCCN2CCOCC2)c(C)s1,-2,-7,i,3,0,-27,1,9,3,2
O=C(COC(=O)c1ccccc1SCC(=O)N1CCCC1)NC1CCCCC1,-2,x,i,5,0,x,-16,15,-1,x
CCSc1nc2ccc(OC)cc2cc1C#N,-4,-1,i,19,0,-46,-46,8,-4,5
COCCn1c(SCC(=O)NCc2ccco2)nc2cccnc21,-9,3,i,4,1,-24,1,12,-1,-3
COc1ccc(CCC(=O)Nc2nnc(C)s2)cc1,0,x,i,-7,1,x,2,14,-1,x
Cc1ccc(CNc2nc3ccc(C)cc3n3cnnc23)cc1,11,-2,i,27,3,-40,9,-3,3,0
Cc1cc(NCc2ccccc2)nc(N2CCOCC2)n1,-7,0,i,-10,-1,-13,-5,29,-1,0
COCCNC(=O)C1CCN(C(=O)c2cc3sccc3n2Cc2ccc(F)cc2)CC1,-1,1,i,15,2,-27,18,14,-6,1
N#CC12CCCCC1CC1CCCCC1(C#N)N2N (stereo unspecified),2,-1,i,-5,-4,-8,-5,24,-1,3
C=CCOc1ccc(C=Nc2ccc(OC)cc2)c(O)c1,-39,5,i,-46,4,0,-24,41,-1,-4
CCCCCCc1ccc(OCC(=O)O)cc1OCC(=O)O,0,9,i,1,-1,-34,7,27,3,7
Cc1cc(C)c(OCCCCN(C)C)c(Br)c1,-3,-2,i,-11,-2,-11,13,15,6,3
Cc1oc2cc(O)cc(O)c2c(=O)c1-c1ccc2c(c1)OCCCO2,11,-3,i,42,9,-74,-46,14,-1,-6
O=C(N/N=C\c1cccc([N+](=O)[O-])c1O)C1COc2ccccc2O1 (stereo unspecified),-2,-3,i,-16,0,22,13,1,3,0
Cc1cc(S(=O)(=O)N2CCOCC2)ccc1OCC(=O)Nc1ccc(F)cc1,-4,-3,i,6,-1,-5,-1,9,2,2
Cc1nnc(SCC(=O)NCc2ccccc2Cl)[nH]c1=O,-7,3,x,4,-2,-5,1,28,5,2
O=C(O)c1cccnc1SC1CC(=O)N(CCc2ccccc2)C1=O (stereo unspecified),-10,2,i,-1,1,11,-3,2,-5,4
CCCCCCCCOC(=O)C1=C(C)Nc2nnnn2C1c1cccs1 (stereo unspecified),1,3,i,18,-4,-26,11,46,2,3
CC(Cc1cccnc1)NC(=O)c1cc(COc2ccc(F)cc2F)on1 (stereo unspecified),-5,-1,i,-4,0,14,-10,-64,-1,-8
O=C(OCC(=O)N1CCc2ccccc21)c1ccc[n+]([O-])c1,3,-1,i,3,-2,-18,-22,7,2,-2
Cc1ccc(C(C(=O)NC(C)(C)C)N(Cc2cccs2)C(=O)c2ccc3c(c2)OCCO3)cc1 (stereo unspecified),7,6,i,14,4,-7,3,0,1,-6
O=C(O)C1C2C=CC(C3CC23)C1C(=O)NCCc1ccccc1 (stereo unspecified),2,1,i,31,x,-18,-34,20,-1,3
O=C(c1ccc(S(=O)(=O)Nc2ccccc2)cc1)N1CCCC(C(F)(F)F)C1 (stereo unspecified),5,1,i,-13,2,5,11,12,1,0
O=C(Cc1csc(N2CCOCC2)n1)N/N=C/c1ccc(F)cc1,-7,3,i,16,-3,-33,-51,-1,0,-4
Cc1[nH]c2ccccc2c1C(=O)CN1CCC(C)CC1,-4,1,i,-3,0,-6,-6,12,0,-6
Cc1ccccc1C1C(C#N)=C2N=C(N)c3ccccc3N2C2=C1C(=O)CCC2 (stereo unspecified),2,-2,i,2,-3,15,25,0,2,-4
OC(Cn1cncn1)c1ccc(Cl)cc1Cl (stereo unspecified),4,-2,i,32,-3,-19,15,17,-5,-2
CCc1ccc(CNC(=O)Cn2nc(-c3ccc(C)cc3)ccc2=O)cc1,3,2,i,13,-1,-72,14,-79*,12,-2
CCNC(=O)C1CCCN1S(=O)(=O)c1ccc(OC)cc1 (stereo unspecified),-7,3,i,-2,0,-5,-12,13,-2,1
CCOC(=O)c1c(-c2ccccc2)csc1NC(=O)/C(C#N)=C/c1ccc(OC)c(OC)c1,1,-4,i,-10,-2,15,-8,-7,1,-6
Cc1ccc(-c2nn(-c3cccc(F)c3)cc2CNCCc2ccncc2)o1,8,1,i,6,-1,-12,-74,-5,-2,-2
CN1CCc2c(C#N)c(N3CCCCC3)nc(NCc3ccccc3)c2C1,-7,-2,i,7,x,-16,-34,38,-4,-6
NC(=O)c1ccc(NC(=O)Cc2cccs2)cc1,7,0,i,16,-6,-50,-4,-10,0,4
COc1ccc(-c2[nH]ncc2/C=N\NS(=O)(=O)c2ccccc2)cc1OC,2,1,i,13,2,1,-1,17,2,4
CCOC(=O)C(C)Oc1cccc2c(=O)n(CC(=O)NCCc3ccc(OC)c(OC)c3)ccc12 (stereo unspecified),1,-4,i,2,-2,13,13,2,0,-5
CC1(C)N=C(SCC(=O)Nc2ccc(Cl)cc2)C(c2ccccc2)=N1,13,-3,i,12,1,-19,-2,5,-1,0
O=C(/C=C/c1ccc(OCc2ccccc2)c(OCc2ccccc2)c1)c1cccnc1,11,-5,i,19,0,-27,-62,-1,-1,-16
Cc1c(Cl)c(-c2n[nH]c(=S)n2CC(C)C)nn1C,-1,-1,i,10,0,-21,-2,-5,1,-8
S=C(c1ccc(-c2ccccc2Cl)o1)N1CCOCC1,29,-4,i,43,-2,-62,-137,7,1,6
Cc1ccc(Cc2c(C)nc3nc(SCC(=O)NCCCN4CCCCCC4)nn3c2C)cc1,0,1,i,-1,25,-5,-17,x,x,-3
CCC(C)c1ccccc1NC(=O)COC(=O)c1ccc2c(c1)S(=O)(=O)c1ccccc1C2=O (stereo unspecified),-4,-2,i,-3,-1,-4,16,25,7,-7
CCOc1ccc(OCCn2c(=S)[nH]c3ccccc32)cc1,2,6,i,8,-2,-7,-9,7,-4,5
COCCN1CCn2c(nc3cc(Nc4nnc(C)c5ccccc45)ccc32)C1,6,3,i,5,0,-9,14,13,3,-10
CCn1c(SCC(=O)Nc2nccs2)nnc1-c1ccc(C)cc1,4,3,i,4,6,7,-17,-11,-2,3

# Structural class: those above with a thiophene ring, fused or not (eight)
SMILES,HSF1 inhib,HSP90 inh,PolyA inh,HSF-1 act,GSK3 alpha inh,KLF5 inh,aSyn 5UTR inh,AI-2 QS mod,GSK3B inh,IEC-6 tox
CC(OC(=O)c1cccs1)C(=O)NCc1ccco1 (stereo unspecified),-7,0,i,-8,-1,-30,-3,16,2,5
CC(C)(C)C1CCc2c(sc(NC(=O)c3ccco3)c2C(N)=O)C1 (stereo unspecified),x,0,x,x,1,-8,x,x,x,2
Cc1cc(S(=O)(=O)NCCN2CCOCC2)c(C)s1,-2,-7,i,3,0,-27,1,9,3,2
COCCNC(=O)C1CCN(C(=O)c2cc3sccc3n2Cc2ccc(F)cc2)CC1,-1,1,i,15,2,-27,18,14,-6,1
CCCCCCCCOC(=O)C1=C(C)Nc2nnnn2C1c1cccs1 (stereo unspecified),1,3,i,18,-4,-26,11,46,2,3
Cc1ccc(C(C(=O)NC(C)(C)C)N(Cc2cccs2)C(=O)c2ccc3c(c2)OCCO3)cc1 (stereo unspecified),7,6,i,14,4,-7,3,0,1,-6
CCOC(=O)c1c(-c2ccccc2)csc1NC(=O)/C(C#N)=C/c1ccc(OC)c(OC)c1,1,-4,i,-10,-2,15,-8,-7,1,-6
NC(=O)c1ccc(NC(=O)Cc2cccs2)cc1,7,0,i,16,-6,-50,-4,-10,0,4

# High-throughput results: PubChem, several laboratories
